Compound activity from PubChem.
AddAB inh – growth inhibition of E. coli expressing H. pylori AddAB, primary screen, AddAB inhibitor project, absorbance; inhibition, % at 11.9 µM; 0.29% of 330,000 active; AID 435030, 2010; in the data active means inhibition above about 12%;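 further: 0% = vehicle wells of infected cells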
HTR5A inv ctr – HTR5A inverse agonists in luminescence cell assay, primary screen, counter-screen for OPRM1-OPRD1 heterodimer inverse agonist project, full-deck HTS. 5-hydroxytryptamine receptor 5A (Homo sapiens), P47898. HTR5A cell line, inverse agonism. inhibition, % at 9.3 µM. 0.083% of 340,000 active. AID 504634, 2011; in the data active means inhibition mostly above about 23%, no sharp cut-off; inactive means mostly below about 18%;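 further: 0% = cells with DMSO and 100% = no-cell wells with DMSO; some compounds called inactive have numbers as strong as hits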
Target sequence (P47898 whole entry, looked up): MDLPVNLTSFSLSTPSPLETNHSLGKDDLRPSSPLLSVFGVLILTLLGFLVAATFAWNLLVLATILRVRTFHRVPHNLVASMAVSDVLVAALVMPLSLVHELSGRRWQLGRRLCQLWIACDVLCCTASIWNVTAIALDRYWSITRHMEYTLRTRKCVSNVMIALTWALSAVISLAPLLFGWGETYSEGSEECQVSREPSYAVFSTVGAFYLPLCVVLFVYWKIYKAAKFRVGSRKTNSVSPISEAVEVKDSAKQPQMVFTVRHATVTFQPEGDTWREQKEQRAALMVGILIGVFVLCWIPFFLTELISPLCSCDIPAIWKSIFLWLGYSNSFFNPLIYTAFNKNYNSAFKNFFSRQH
DAGLB inhibitor – DAGLB lipase inhibitors, primary screen, biochemical, fluorescence, HTS. inhibition, % at 5.17 µM. 0.059% of 340,000 active. AID 504411, 2011. HEK293T DAGLB membrane lysate, EnzChek fluorogenic substrate; in the data active means inhibition above about 34%;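 further: 0% = enzyme with vehicle and 100% = wells lacking enzyme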
Target sequence (Q8NCG7 whole entry, looked up): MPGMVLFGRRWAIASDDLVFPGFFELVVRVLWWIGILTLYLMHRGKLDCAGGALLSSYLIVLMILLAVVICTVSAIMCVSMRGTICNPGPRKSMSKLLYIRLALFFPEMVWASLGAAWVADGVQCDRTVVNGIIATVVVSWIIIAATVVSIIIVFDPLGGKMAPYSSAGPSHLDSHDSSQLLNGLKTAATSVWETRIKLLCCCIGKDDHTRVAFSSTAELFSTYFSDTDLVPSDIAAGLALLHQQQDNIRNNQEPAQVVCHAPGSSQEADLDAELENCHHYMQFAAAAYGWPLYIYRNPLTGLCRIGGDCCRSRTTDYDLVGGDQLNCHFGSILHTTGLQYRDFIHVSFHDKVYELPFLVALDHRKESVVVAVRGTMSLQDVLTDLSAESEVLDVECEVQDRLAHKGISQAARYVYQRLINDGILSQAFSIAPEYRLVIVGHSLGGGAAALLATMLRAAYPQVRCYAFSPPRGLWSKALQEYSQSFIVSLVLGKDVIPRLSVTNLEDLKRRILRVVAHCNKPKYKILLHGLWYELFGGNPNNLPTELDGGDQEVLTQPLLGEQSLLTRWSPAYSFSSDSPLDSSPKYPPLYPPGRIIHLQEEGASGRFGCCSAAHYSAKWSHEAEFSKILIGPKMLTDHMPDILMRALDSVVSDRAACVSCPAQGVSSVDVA
Tat export inh – E. coli Tat export inhibitors, primary screen, MC4100, TorA-mCherry reporter, fluorescence, single point; inhibition, % at 10 µM; 0.036% of 340,000 active; AID 488895, 2010;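 active means mean replicate inhibition at least 50% and at least half of replicates individually reaching 50%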;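 further: exported cargo escapes ClpAP degradation while cytoplasmic cargo is degraded and loses fluorescence; 0% = median of neutral control wells and 100% = median of NaSCN control wells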
phage Ecoli inh – growth loss of phage-infected E. coli, primary screen, RecBCD inhibitor project, absorbance, with phage, HTS. inhibition, % at 11.9 µM. 0.26% of 360,000 active; in the data active means inhibition above about 11%
HTR5A ag ctr – HTR5A agonists in luminescence cell assay, primary screen, counter-screen for OPRM1-OPRD1 heterodimer agonist project, full-deck HTS. 5-hydroxytryptamine receptor 5A (Homo sapiens), P47898. cell-based. activation, % at 9.3 µM. 0.61% of 340,000 active; in the data active means activation mostly above about 9.5%, no sharp cut-off; inactive means mostly below about 7.6%;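 further: 0% = cells with vehicle only and 100% = reference agonist; strong numbers were not always called active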
Mot1-301 SUMO – yeast Mot1-301 growth rescue at high temperature, primary screen, SUMOylation pathway inhibitor project, S. cerevisiae, ATP luminescence, 38.5C; growth rescue, % at 18.8 µM; 1% of 320,000 active; S. cerevisiae Mot1-301 growth rescue; percent above DMSO median, 100 means doubled;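 active means every valid replicate shows activation above 250% relative to neutral control wells; inactive means the rest, any valid replicate at or below 250%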;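 further: OY570 slx delta 5 strain wells were the positive control but not used for scaling; some compounds called inactive have numbers as strong as hits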
CDK5 p35 inh – inhibitors of human CDK5/p35 kinase, primary screen, biochemical, single concentration | Cyclin-dependent kinase 5 (Homo sapiens) + Cyclin-dependent kinase 5 activator 1 (Homo … | inhibition, % at 10 µM | 0.01% of 330,000 active | Recombinant CDK5/p35, ADP-Glo luminescence, 60 min;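 active means highest replicate inhibition of at least 50% and at least 75% of replicates reaching 50%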;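 further: plate controls were DMSO neutral control for no effect and GW8510 at 10 µM for full effect; many of its hits are not listed in these tables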
PKA-R1A act – activators of PKA-R1A holoenzyme, primary screen, biochemical, fluorescence polarization, Cy5-IP20, bovine R1A, mouse PKAc; PKA-R1A dissociation; scaled: DMSO 0%, 113 µM cGMP 100%; 0.083% of 340,000 active; activation, % at 11.4 µM;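 active means percent activation above the mean of all tested compounds plus 3 SD, cut at about 19% in these data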;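 further: higher means more PKAc released from R1A so a rise in polarization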
E coli growth – E. coli V3065 growth inhibition, primary screen, counter-screen for AddAB inhibitor project, absorbance, OD600; AID 449728, 2010; inhibition, % at 11.9 µM; 0.27% of 330,000 active; 18 h;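 active means inhibition above the campaign's mean inhibition across all tested compounds plus 3 SD, cut at about 9.9% in these data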;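 further: uninfected addAB+ strain grown without phage in ampicillin broth; 0% = DMSO wells and 100% = ciprofloxacin 0.95 µg/ml wells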
PKA-R2B act – activators of PKA-R2B holoenzyme, primary screen, biochemical, fluorescence polarization, Cy5-IP20, human; 0.079% of 340,000 active; AID 504700, 2011; PKA-R2B holoenzyme dissociation; R2B truncated from residue 108, S112A mutant; 0% DMSO only, 100% 113 µM cGMP; cAMP-dependent protein kinase catalytic subunit beta (Homo sapiens) + cAMP-dependent …; activation, % at 11.4 µM;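 active means activation above a cutoff set at the mean over all compounds plus 3 SD, cut at about 18% in these data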;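 further: higher means more holoenzyme dissociation and a rise in polarization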
Starred values were filed as active, the others as inactive; i = inactive; · = no result given. Rows were taken by chance; overall some 2.3% were active at least once.

structure	AddAB inh	HTR5A inv ctr	DAGLB inhibitor	Tat export inh	phage Ecoli inh	HTR5A ag ctr	Mot1-301 SUMO	CDK5 p35 inh	PKA-R1A act	E coli growth	PKA-R2B act
CN(Cc1ccccc1N1CCCC1)C(=O)c1cc2cc(Cl)ccc2o1	1.5	3	-7	15	0.5	8	0	0.6	-4	0.5	-19
CCc1nnc(NC(=O)CSc2nnc(-c3c[nH]c4ccccc34)n2C)s1	-0.4	-3	2	-1	3.6	10	550	-1.0	4	-1.3	6
Nc1cc(=O)[nH]c(SCc2cccc3ccccc23)n1	-0.4	-1	2	6	1.8	0	-2	-1.1	7	-1.9	4
O=C(N/N=C/c1cccnc1)c1cc2ccccc2o1	1.9	-14	0	-5	3.6	-2	203	-2.4	-8	1.7	-4
Cc1ccc(S(=O)(=O)N/N=C/c2ccc(C#N)cc2)cc1	-0.8	-8	-1	-3	0.8	2	29	-1.8	-1	-1.6	-11
COCCN(CCOC)Cc1c(O)ccc2c1O/C(=C\c1ccco1)C2=O	1.1	7	-12	-1	-0.9	-2	-10	0.9	-4	-0.3	-5
COc1cccc(NC(=O)CN(C)C(=O)c2ccc(-c3ccc(Cl)cc3)o2)c1	-0.5	-2	-5	8	0.8	1	i	0.3	-2	-1.3	15
Cc1ccc(S(=O)(=O)NC(=O)NCc2ccc3c(c2)OCO3)cc1	3.0	15	3	-1	-1.2	0	-7	-0.6	3	-1.6	-2
O=C(COc1ccccc1)N(Cc1ccco1)c1ccc(O)cc1	1.4	-4	-2	8	2.7	2	7	-0.6	1	-0.4	0
CCOC(=O)c1cc(C(=O)NN)c(C)nc1C	-2.2	5	-1	-3	2.5	-2	6	-0.2	8	-2.8	1
CSc1nc2ccccc2n1C(=O)Oc1ccccc1	1.1	20	-1	-3	3.0	1	5	-1.0	-8	0.1	-7
Cc1cc(C(=O)NCCCn2ccnc2)cs1	-1.2	4	2	-1	3.2	6	2	-0.9	-7	-2.1	-3
O=C(CN1CCN(c2cccc(C(F)(F)F)c2)CC1)N(C1CCCC1)C1CCS(=O)(=O)C1 (stereo unspecified)	-0.2	-12	2	-12	0.2	5	-6	-0.4	5	-0.2	3
O=C(NC1CCS(=O)(=O)C1)c1ccc2c(c1)OCO2 (stereo unspecified)	4.0	4	0	-5	-0.2	1	-10	0.9	8	2.8	-4
Cn1c(C(=O)N[C@@H](Cc2ccccc2)C(=O)O)cc2cc(Cl)ccc21	-0.1	-14	5	8	1.4	4	-14	-1.1	10	0.2	5
Cc1ccc(N(CC(=O)NCCc2ccccc2)C(=O)CCC(=O)Nc2cc(C)ccn2)cc1	0.6	-4	-1	-1	1.2	-2	9	0.5	8	-0.4	-2
Cc1cc(C)c(NC(=O)CSc2nc3c(c(=O)n2C)SC(C)C3)c(C)c1 (stereo unspecified)	-1.2	-4	0	-3	1.8	2	-11	-2.0	-6	2.1	9
O=C1CC(SC2=NCCS2)C(=O)N1c1ccc(Br)cc1 (stereo unspecified)	1.0	-8	4	1	2.1	5	-14	-5.0	-18	-2.8	-11
Cc1ccc(SCC(=O)OC(C)C(=O)NCc2ccccc2)cc1C (stereo unspecified)	4.9	0	-3	8	0.1	0	0	0.1	-7	0.4	-15
CNC(=O)NC(=O)CN1C(=O)NC2(CCOc3ccccc32)C1=O (stereo unspecified)	-0.2	-6	1	-3	1.2	2	2	2.7	7	0.8	0
CC(c1nc2scc(-c3ccccc3)c2c(=O)[nH]1)N1CCN(CC(=O)NC2CC2)CC1 (stereo unspecified)	·	14	0	-1	-1.9	-3	·	-0.3	0	·	-2
O=c1[nH]n2c(=O)c3c([nH]c2c1N=Nc1cccc(C(F)(F)F)c1)CCCC3	1.8	-11	29	-12	-1.0	-6	345	-4.8	0	1.3	-3
CCOc1cc(N2CCOCC2)c(OCC)cc1NC(=O)CSc1nc(N)cc(=O)[nH]1	2.5	2	-1	-1	1.4	-1	4	-0.5	1	-1.6	5
C/C(=N\OCC(=O)Nc1ccc(F)c(F)c1F)c1cc2ccccc2o1	0.0	13	-8	5	0.4	-1	306	-5.6	-13	-3.0	-4
O=C(/C=C/c1ccccc1)c1ccc(NC2=NCCCS2)cc1	0.2	6	0	0	1.2	-3	-8	0.1	-5	-1.2	-16
Cc1ccnc(NC(=O)C2CC(=O)N(Cc3ccccc3)C2)c1 (stereo unspecified)	1.7	5	-2	-11	1.3	-2	103	1.8	-8	2.5	-8
O=c1c[n+]([O-])c2ccccc2n1OCc1c(F)cccc1F	-1.5	-4	-8	-2	2.4	3	-17	-2.4	1	-0.2	2
Cc1ccccc1N(CC(=O)NCCc1ccccc1)C(=O)c1ccc(N2CCCC2)nc1	-1.7	19	-2	1	1.9	2	·	-2.4	-2	-2.1	2
COc1ccc(OC)c(NC(=O)c2ccc(CN(c3cc(Cl)ccc3C)S(=O)(=O)c3ccccc3)cc2)c1	-0.1	-3	-3	0	1.9	1	1	0.4	3	1.6	-2
Cc1nc(Nc2cc(F)ccc2C)c2nnn(Cc3ccccc3)c2n1	1.4	-5	-4	1	1.5	1	21	-0.6	-4	-3.3	-5
CCOC(=O)C1=C(C)Nc2sc(C(=O)c3ccc(OC)cc3)c(N)c2C1c1ccc(C(=O)OC)cc1 (stereo unspecified)	-0.3	-18	-1	-2	2.3	1	-8	-0.5	-11	0.4	7
O=S(=O)(c1ccc(Br)s1)N1CCN(CCc2ccccc2)CC1	2.0	-4	-8	0	1.2	2	-10	-0.9	19*	2.1	-9
O=C(O)CC(CC(=O)Nc1nncs1)c1ccccc1 (stereo unspecified)	1.2	9	-4	-2	3.0	-4	5	0.1	-3	-2.9	-12
CCOC(=O)CSc1nc(Nc2ccc3c(c2)OCO3)c2ccccc2n1	0.3	-12	-2	-11	1.6	4	11	-1.1	-7	-2.0	-4
Clc1ccc(CN=C(Nc2ccccc2)NC2CCCCC2)cc1	2.1	-2	2	6	5.7	1	226	-0.2	0	3.4	-6
Cc1ccc(C(C(=O)NC2CCCC2)N(C(=O)c2csnn2)c2ccccc2)o1 (stereo unspecified)	1.8	12	-2	2	3.4	1	12	-0.9	20*	0.3	-7
COc1ccc(N=Nc2cc(OC)c(N)cc2OC)cc1	·	2	23	-7	2.3	-1	·	1.2	4	·	-1
CC(=O)Nc1cccc(NC(=O)CSc2nc(=O)n(Cc3ccncc3)c3c2CCC3)c1	2.5	-9	1	-1	3.7	3	-8	-0.1	0	0.1	9
Cc1ccccc1C(=O)N1CCC(C(=O)Nc2ccc(S(=O)(=O)N(C)C(C)C)cc2)CC1	0.9	8	0	10	2.3	-3	-6	-2.1	-8	2.7	-12
COc1ccccc1CNS(=O)(=O)c1c(C)nc2scc(C)n2c1=O	0.6	9	2	-11	2.4	-1	0	0.5	0	0.9	-2

Arranged by the number under CDK5 p35 inh (falling): some entries from above.
Compound,DAGLB inhibitor,Tat export inh,phage Ecoli inh,Mot1-301 SUMO,CDK5 p35 inh,PKA-R1A act,PKA-R2B act
COc1ccc(N=Nc2cc(OC)c(N)cc2OC)cc1,23,-7,2.3,·,1.2,4,-1
O=C(O)CC(CC(=O)Nc1nncs1)c1ccccc1 (stereo unspecified),-4,-2,3.0,5,0.1,-3,-12
CCOC(=O)CSc1nc(Nc2ccc3c(c2)OCO3)c2ccccc2n1,-2,-11,1.6,11,-1.1,-7,-4

The listing picks up, repeating the four entries before the break.
structure	AddAB inh	HTR5A inv ctr	DAGLB inhibitor	Tat export inh	phage Ecoli inh	HTR5A ag ctr	Mot1-301 SUMO	CDK5 p35 inh	PKA-R1A act	E coli growth	PKA-R2B act
COc1ccc(N=Nc2cc(OC)c(N)cc2OC)cc1	·	2	23	-7	2.3	-1	·	1.2	4	·	-1
CC(=O)Nc1cccc(NC(=O)CSc2nc(=O)n(Cc3ccncc3)c3c2CCC3)c1	2.5	-9	1	-1	3.7	3	-8	-0.1	0	0.1	9
Cc1ccccc1C(=O)N1CCC(C(=O)Nc2ccc(S(=O)(=O)N(C)C(C)C)cc2)CC1	0.9	8	0	10	2.3	-3	-6	-2.1	-8	2.7	-12
COc1ccccc1CNS(=O)(=O)c1c(C)nc2scc(C)n2c1=O	0.6	9	2	-11	2.4	-1	0	0.5	0	0.9	-2
CCC(=O)Nc1cc(C)c(NC(=O)c2ccccc2OC)cn1	0.4	8	1	-4	-0.6	-2	-2	0.8	-3	-0.5	-12
CCc1noc(C)c1C(=O)N1CCN(S(=O)(=O)c2ccc(C)cc2C)CC1	-0.6	4	-2	-7	-0.7	-3	18	1.7	-6	1.3	-8
COc1ccc(NC(=O)CNC(=O)C2CCCCC2)cc1OC	-2.0	-30	-1	2	1.4	11	-11	0.5	3	-0.4	3
Cc1cccc(NC(=O)c2c(C)nc3ccccn23)c1	3.4	10	-1	15	0.5	3	100	-6.9	1	-0.4	-12
CC(=O)Nc1ccc(NC(=O)C(C)Sc2nnc(-c3ccc4c(c3)OCO4)o2)cc1 (stereo unspecified)	-1.1	-12	2	3	1.8	3	17	0.6	3	-4.6	-2
C=CCNC(=O)N[C@@H](CCSC)C(=O)OC	-0.3	-19	0	-7	1.4	5	-6	0.7	8	-2.4	7
O=C(Nc1ccccc1C(F)(F)F)N1CCCCCC1	-1.0	-16	0	-2	4.3	3	-27	-0.4	0	-0.6	-2
NS(=O)(=O)c1ccc(CCNC(=O)c2cc(-c3cccs3)nc3ccccc23)cc1	·	-19	-2	-2	3.6	1	·	-0.7	-8	·	0
O=c1c2ccccc2nc(-c2ccco2)n1-c1nc2ccccc2s1	1.5	-25	-3	0	2.5	9	-9	0.2	-4	-2.6	-9
CC(C)(C)c1ccc(/C=N/OCC(=O)NCc2ccc(F)cc2)cc1	0.8	24	-13	-2	1.2	-9	-9	3.8	-2	1.0	-2
O=P(c1ccccc1)(c1ccccc1)C(O)c1ccncc1 (stereo unspecified)	-0.8	21	5	-13	0.6	-9	-3	-0.8	0	-0.9	-8
CCCCNC(=S)N=Nc1c(O)n(Cc2ccccc2)c2ccccc12	3.3	15	1	3	0.8	1	-5	1.8	-18	-1.1	-11
Cc1ccc(NC(=O)Nc2ccon2)cc1	·	-1	1	34	2.2	-2	·	-3.5	-1	·	-9
